USP1 inh = blocks the human USP1/UAF1 deubiquitinase complex. recombinant USP1/UAF1, Ub-Rhodamine cleavage fluorescence. Potency, µM (top dose mostly 57.1 µM), for inactives: at the top dose activity change, negative = inhibition, usual class: inhibitors. 390,000 compounds, 0.23% hits; also: potency is read from the fitted curve at half-maximal effect; % is scaled to controls: 0 for no effect and ±100 for the full control effect; nearly all actives have a fitted effect of over 60% in size; inactives centre near -12
Target sequence (O94782 whole entry, looked up): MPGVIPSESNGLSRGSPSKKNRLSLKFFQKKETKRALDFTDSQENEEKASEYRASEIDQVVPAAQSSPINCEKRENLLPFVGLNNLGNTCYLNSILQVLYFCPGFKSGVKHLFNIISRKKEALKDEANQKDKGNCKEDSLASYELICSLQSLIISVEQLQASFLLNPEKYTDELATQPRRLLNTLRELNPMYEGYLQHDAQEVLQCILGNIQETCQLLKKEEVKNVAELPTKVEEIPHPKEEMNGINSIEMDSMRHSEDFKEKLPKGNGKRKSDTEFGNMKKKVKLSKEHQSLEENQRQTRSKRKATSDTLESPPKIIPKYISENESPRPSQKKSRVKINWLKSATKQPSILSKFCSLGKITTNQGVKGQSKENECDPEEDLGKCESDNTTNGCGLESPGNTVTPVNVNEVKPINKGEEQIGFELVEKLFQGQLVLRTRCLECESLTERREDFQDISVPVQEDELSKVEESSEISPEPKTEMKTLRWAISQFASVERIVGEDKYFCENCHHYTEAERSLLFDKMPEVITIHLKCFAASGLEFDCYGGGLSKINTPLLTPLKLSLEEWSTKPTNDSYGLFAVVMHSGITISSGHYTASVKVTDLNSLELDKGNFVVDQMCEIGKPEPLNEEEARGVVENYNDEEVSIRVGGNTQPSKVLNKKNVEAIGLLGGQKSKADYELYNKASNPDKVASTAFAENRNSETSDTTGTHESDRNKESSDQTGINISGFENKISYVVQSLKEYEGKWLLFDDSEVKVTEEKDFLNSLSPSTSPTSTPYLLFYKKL
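High-throughput fluorogenic screen: 1nM USP1/UAF1 complex, Ub-Rho substrate 150nM final, 50mM HEPES pH 7.8 with 0.5mM EDTA, 0.1 mg/ml BSA, 1mM TCEP and 0.01% Tween-20.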
TrxR1 substrate = is turned over as a substrate by rat TrxR1 | purified TrxR1 substrate turnover, NADPH consumption readout | Potency, µM (titrated, usually from 114 µM), inactives show at the highest dose activity change, negative = substrate turnover | 390,000 compounds, 0.01% hits; also: potency is read from the fitted curve at half-maximal effect; % is scaled to controls: 0 for no effect and ±100 for the full control effect; nearly all actives have a fitted effect of over 50% in size
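Rat TrxR1, dispensed at 90 nM, was prereduced with 400 uM NADPH (final) for 5 min at ~22 deg C, then incubated with compound 15 min before 400 uM selenite. A first-read NADPH fluorescence drop versus no-compound background flagged substrates.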
TRHR enhancer = TRH receptor (human) allosteric enhancement. P34981. TRHR cells, fluo-8 calcium fluorescence, EC20 TRH enhancement. enhancement, % at 2 µM. 360,000 compounds, 0.66% hits. AID 493056; in the data active = enhancement above about 30%; also: 0% is about no effect
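TRHR-expressing cells loaded with fluo-8 calcium dye were read kinetically (ex 480/em 530) during compound addition, then stimulated with an EC20 of TRH (10 nM final). Enhancement of the Gq-mediated intracellular calcium response was scored.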
TRHR agonist = TRH receptor (human) agonism; TRHR cells, calcium flux fluo-8, FDSS agonist mode; P34981; activation, % at 2 µM; 360,000 compounds, 0.18% hits; AID 493084; in the data active = activation above about 30%; also: 0% is about no effect
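Steps: seed TRHR cells overnight; add fluo-8 no-wash Ca dye, RT 30 min–1.5 h; record 10 s baseline; pin-transfer compounds; monitor fluorescence 1 cycle/s for the agonist window. Calcium increases flag candidate agonists.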
D2 agonist = D2 dopamine receptor (human) agonism | P14416 | HEK293 T-REx D2 cells, calcium flux agonist mode | activation, % at 2 µM | 340,000 compounds, 0.53% hits | AID 485358;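 active = activation over 3 SD above normal in the single-dose calcium agonist read, cut at about 30% in these data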; also: 0% is about no effect
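Tetracycline-induced HEK293 T-REx cells with force-coupled D2 receptor, plated overnight at 30 C, loaded with no-wash calcium dye. After a 10 s baseline, compound was pin-added and calcium flux read kinetically for 180 s; calcium rises flagged agonists.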
Pin1 inh = blocks the human prolyl isomerase Pin1. AID 504891. 390,000 compounds, 0.009% hits. Q13526. Pin1 FP peptide displacement, HiFluor488, 10 min. Potency, µM (top dose mostly 115 µM), inactives show at the top dose activity, negative = inhibition, hits mostly inhibitors; active = well fitted inhibition curve with a large enough effect in the polarisation, with a control signal flat, not every such curve was filed as active; inconclusive = small, poorly fitted or top-dose-only effect, or effect the other way, or a change in a side signal; inactive = no such curve, though single readings can be large or run the other way; the % refers to the polarisation; also: potency is read from the fitted curve at half-maximal effect; % is scaled to controls: 0 for no effect and ±100 for the full control effect
Target sequence (Q13526 whole entry, looked up): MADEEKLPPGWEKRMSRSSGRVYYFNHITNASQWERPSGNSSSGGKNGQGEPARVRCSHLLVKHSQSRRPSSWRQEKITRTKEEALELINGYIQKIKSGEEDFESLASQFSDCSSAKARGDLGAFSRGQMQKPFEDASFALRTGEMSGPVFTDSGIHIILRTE
D2 antag = antagonizes the human D2 dopamine receptor. 340,000 compounds, 2% hits. inhibition, % at 10 µM. HEK293 TREx D2 cells, calcium flux, dopamine EC80. P14416; in the data active = inhibition above about 30%; also: 0% is about no effect
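Compounds are added to dye-loaded, induced HEK293 T-REx cells coupled to calcium release via D2; after a 3 min kinetic read an EC80 dopamine stimulus is given and fluorescence is recorded for 3 more min.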
mIDH1 inhibitor = human IDH1 R132H inhibition; 390,000 compounds, 0.093% hits; Potency, µM (top dose mostly 76.6 µM), for the others: at the highest dose activity change, negative = inhibition, usual class: inhibitors; IDH1-R132H enzyme, NADPH consumption, diaphorase/resazurin fluorescence; also: potency is read from the fitted curve at half-maximal effect; % is scaled to controls: 0 for no effect and ±100 for the full control effect; nearly all actives have a fitted effect of over 65% in size
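IDH1-R132H (0.5 ug/mL) preincubated 30 min with compound, then NADPH (0.016 mM) and alpha-KG (2 mM) added; 80 min at RT, pH 7.5. Remaining NADPH coupled via diaphorase/resazurin to fluorescence (540/590 nm); concentration-response curves normalized to no-enzyme control.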
TrxR1 inh = inhibitors of rat thioredoxin reductase 1. Potency, µM (highest dose often 114 µM), inactives show top-dose activity change, negative = inhibition, usual class: inhibitors. recombinant rTrxR1, NADPH fluorescence consumption, selenite substrate. O89049. 390,000 compounds, 1% hits; also: potency is read from the fitted curve at half-maximal effect; % is scaled to controls: 0 for no effect and ±100 for the full control effect; nearly all actives have a fitted effect of over 65% in size
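Rat TrxR1 (90 nM in the dispensed reagent) was pre-reduced with 400 uM NADPH for 5 min at room temperature, then incubated with compound for 15 min. After 400 uM selenite was added, NADPH fluorescence (Ex 340/Em 450 nm) was followed for 8 min.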
The depositor's hits bear a star; ? = inconclusive; · = no result given; & = joins results of further samples; [ ] = remark or other dose. Unless noted, calls follow the shape of the dose curve; as a rule, active = well fitted inhibition curve with a large enough effect; inconclusive = small, poorly fitted or top-dose-only effect; inactive = no such curve, though single readings can be large or run the other way. Some of the compounds tested; the hit share may differ from the screen's.

SMILES	USP1 inh	TrxR1 substrate	TRHR enhancer	TRHR agonist	D2 agonist	Pin1 inh	D2 antag	mIDH1 inhibitor	TrxR1 inh
O=S(=O)(Nc1cccc(-c2nnco2)c1)c1ccc(F)cc1F	-13%	9%	-4	0.2	0.5	-6%	25	-2%	27%
CCN(CCCNS(=O)(=O)c1cc(-c2cc(C)no2)ccc1C)Cc1ccccc1	-22%	3%	11	-1.0	-0.3	-5%	1	-5%	13%
CCc1ccc(NC(=O)C(C)OC(=O)/C=C/c2ccc(O)c(OC)c2)cc1 (centres undefined)	-8%	-1%	·	·	·	115%[activator]	·	2%	8%
Cc1c(C)n(CC(O)CN2CCOCC2)c2ccccc12 (centres undefined)	-8%	27%	-1	0.4	2.8	-5%	-11	4%	22%
O=C(NC(c1ccccc1)c1ccccc1)N1CCN(CCO)CC1	-8%	0%	18	0.8	0.9	2%	-9	10%	-1%
CCOC(=O)c1ccc(NC(=O)Nc2ncccc2C)cc1	-7%	-1%	-5	0.2	-0.1	5%	2	5%	22%
Cc1cccc(N/C=C(\[N+](=O)[O-])S(=O)(=O)c2ccccc2)c1C	-32%	0%[57.1 µM]	-3	-0.4	1.4	·	-3	1%	18%[57.1 µM]
COC(=O)c1cccc(NC(=O)c2cccnc2C(=O)O)c1C	1%	3%[57.1 µM]	-5	-0.3	0.7	2%	0	15%	18%[57.1 µM]
Fc1ccc(CNCCC(Cc2ccccc2)c2ccco2)cc1 (centres undefined)	-5%	-2%	3	0.7	1.0	?	4	-6%	7%
C#CCOCCOCCOCCNc1nc(N2CCN(C(=O)[C@H]([C@@H](C)CC)n3cc(CCCCN)nn3)CC2)nc(N2CCN(C(=O)[C@H]([C@@H](C)CC)n3cc(CCCN=C(N)N)nn3)CC2)n1	-19%	-2%	-2	-0.3	-0.2	-4%	-6	-4%	-9%
CC1(C(=O)Nc2ccc(S(=O)(=O)Nc3ncccn3)cc2)CCCC1	-2%	5%	·	·	·	3%	·	-2%	9%[57.1 µM]
COc1ccc(S(=O)(=O)Nc2ccc(N(C)C(C)=O)cc2)cc1	2%	-6%	8	-0.3	-0.2	8%	-9	-3%	-15%
C(=C\c1ccccc1)/CN1CCN(Cc2ccc3c(c2)OCCO3)CC1	·	·	2	0.6	-0.8	·	23	·	·
Cc1ccc(-n2nnc(-c3nsc(NC(=O)c4ccc(C)c(C)c4)n3)c2C)cc1	-1%	2%[57.1 µM]	17	1.5	0.7	3%	·	15%	14%[57.1 µM]
COc1cccc(N2CCN(C(=O)c3c(C)oc4ncnc(N5CCCCC5)c34)CC2)c1	3%	1%	-6	-1.0	-1.6	-3%	·	-1%	16%
O=C(Nc1nccs1)c1cc(-c2ccncc2)nc2ccccc12	-8%	1%	8	0.2	·	1%	·	-9%	3%
COc1ccc(CN2CCN(CCCc3ccccc3)C(CCO)C2)c(O)c1 (centres undefined)	-12%	5%	2	-0.2	-0.4	-5%	-2	4%	4%
CCOC(=O)C1CCN(C(=O)Cn2ncc3c4ccccc4n(Cc4ccc(F)cc4)c3c2=O)CC1	-21%	23%	-5	-0.9	1.7	25%	·	3%	16%
C=C(C)Cn1c(=O)c2c(nc3n2CC(C)CN3Cc2ccccc2)n(C)c1=O (centres undefined)	-19%	4%	-1	0.1	-0.1	0%	-10	8%	19%
Cc1nnc(SCC(=O)NCCN2C(=O)CSC2=O)n1-c1ccccc1	-10%	-3%	-2	-0.6	0.3	-7%	47*	-9%	12%
Cc1ccc(C)c(OCC(=O)NCC(C)C)c1C	-18%	-7%	-5	-1.2	-1.2	-3%	9	3%	-7%
O=C1CCN(CCc2ccccc2)CCN1[C@H](CO)c1ccccc1	-13%	6%[57.1 µM]	-5	1.5	-0.2	-3%	13	-8%	19%[57.1 µM]
CC1(C)CC(=O)C2=C(C1)Nc1ccccc1NC2c1nc2ccccc2[nH]1 (centres undefined)	-13%	-13%	-9	-1.1	·	0%	·	-3%	-10%
CCCn1c(N)c(C(=O)COC(=O)CCNS(=O)(=O)c2ccccc2F)c(=O)[nH]c1=O	-4%	-3%	-1	1.0	0.5	-1%	1	1%	2%
Cc1ccc(NC(=O)CCCC(=O)O)c(Br)c1	-17%	9%[57.1 µM]	-1	0.2	0.5	2%	-1	-1%	20%[57.1 µM]
COc1cc(-c2ccc3oc(-c4cccc(C)c4)c(C#CC4(O)CCCCC4)c3c2)cc(OC)c1OC	-19%	92%[activator]	·	·	·	14%	·	-2%	-21%
CC(=O)NC(Cc1ccc(F)cc1)C(=O)NC1CCN(c2nnnn2-c2ccccc2)CC1 (centres undefined)	-13%	5%	-2	1.3	-0.3	-8%	-1	12%	11%
Cc1ccc(S(=O)(=O)N2CCC(=O)N(C(COC(=O)Nc3ccccc3)Cc3ccccc3)CC2)cc1 (centres undefined)	-13%	-6%	-6	0.0	0.8	12%	5	4%	12%
COc1ccc(CCNCCC(=O)Nc2c(C)cc(C)cc2C)cc1OC	-1%	3%	-5	-0.1	-0.7	1%	21	-5%	5%[57.1 µM]
COc1cc(OC)c(NC(=O)CCNS(=O)(=O)c2ccc3c(c2)oc(=O)n3C)cc1Cl	?	7%&-2%	-3&24	-0.4&0.5	0.7&-0.2	3%&-2%	-3	-1%&-11%	22%&5%
CCN1CCN(c2cc(C)c3cc(NC(=S)N4CCN(c5ccc(F)cc5)CC4)ccc3n2)CC1	-24%	12%	-4	0.6	0.4	-9%	-1	-2%	5%
COc1ccccc1NS(=O)(=O)c1cc(N)ccc1N1CCCCC1	-26%	1%	3	0.0	-1.8	-10%	-5	4%	-3%
CCCC(=O)NCc1nc2ccccc2n1CC(=O)c1ccccc1	-5%	-1%	-15	-0.3	-0.2	-5%	7	-4%	15%
CCCNC(=O)OCC12CC3CC(CC(C3)C1)C2	-22%	-11%[57.1 µM]	-9	0.2	5.4	3%	9	2%	5%[57.1 µM]
COc1ccccc1N1CCN(C(=O)C(=O)N/N=C/c2cccc(O)c2)CC1	-14%	0%[2.29 µM]	-3	-0.8	-1.3	-3%	-12	1%	-26%[2.29 µM]
Cc1ccccc1Nc1nnc(-c2ccc(C)c(S(=O)(=O)NCC3CCCO3)c2)c2ccccc12 (centres undefined)	-26%	-3%	-6	-0.9	-1.4	1%	·	-7%	4%
COc1ccccc1NC(=O)c1ccc(COc2ccc3c(c2)CCC3)cc1	-7%	6%[0.457 µM]	4	0.7	-0.4	4%	21	-1%	-9%
COC(=O)C1(Cc2ccc3c(c2)CCC3)Cc2ccc3c(c2C1=O)CCC3 (centres undefined)	-14%	5%[57.1 µM]	·	·	·	6%	·	4%	1%[11.4 µM]
O=C(COc1ccc(Cl)cc1)NCCc1csc(-c2ccc(C(F)(F)F)cc2)n1	-5%	5%[57.1 µM]	11	0.8	1.4	16%	·	-3%	14%[57.1 µM]

Molecules listed so far with fluorine:
SMILES	USP1 inh	TrxR1 substrate	TRHR enhancer	TRHR agonist	D2 agonist	Pin1 inh	D2 antag	mIDH1 inhibitor	TrxR1 inh
O=S(=O)(Nc1cccc(-c2nnco2)c1)c1ccc(F)cc1F	-13%	9%	-4	0.2	0.5	-6%	25	-2%	27%
Fc1ccc(CNCCC(Cc2ccccc2)c2ccco2)cc1 (centres undefined)	-5%	-2%	3	0.7	1.0	?	4	-6%	7%
CCOC(=O)C1CCN(C(=O)Cn2ncc3c4ccccc4n(Cc4ccc(F)cc4)c3c2=O)CC1	-21%	23%	-5	-0.9	1.7	25%	·	3%	16%
CCCn1c(N)c(C(=O)COC(=O)CCNS(=O)(=O)c2ccccc2F)c(=O)[nH]c1=O	-4%	-3%	-1	1.0	0.5	-1%	1	1%	2%
CC(=O)NC(Cc1ccc(F)cc1)C(=O)NC1CCN(c2nnnn2-c2ccccc2)CC1 (centres undefined)	-13%	5%	-2	1.3	-0.3	-8%	-1	12%	11%
CCN1CCN(c2cc(C)c3cc(NC(=S)N4CCN(c5ccc(F)cc5)CC4)ccc3n2)CC1	-24%	12%	-4	0.6	0.4	-9%	-1	-2%	5%
O=C(COc1ccc(Cl)cc1)NCCc1csc(-c2ccc(C(F)(F)F)cc2)n1	-5%	5%[57.1 µM]	11	0.8	1.4	16%	·	-3%	14%[57.1 µM]

Screening results deposited in PubChem BioAssay by National Center for Advancing Translational Sciences (NCATS).
